DRD3 agonist = agonists of human D3 dopamine receptor; P35462; D3R DiscoveRx beta-arrestin cells, luminescence, 90 min; max activation, %; 410,000 tested, 0.58% active; AID 652048; in the data active means max activation above about 30%; further: 0% is about no effect; mostly tested at two doses, the higher about 12 µM
Target sequence (P35462 whole entry, looked up): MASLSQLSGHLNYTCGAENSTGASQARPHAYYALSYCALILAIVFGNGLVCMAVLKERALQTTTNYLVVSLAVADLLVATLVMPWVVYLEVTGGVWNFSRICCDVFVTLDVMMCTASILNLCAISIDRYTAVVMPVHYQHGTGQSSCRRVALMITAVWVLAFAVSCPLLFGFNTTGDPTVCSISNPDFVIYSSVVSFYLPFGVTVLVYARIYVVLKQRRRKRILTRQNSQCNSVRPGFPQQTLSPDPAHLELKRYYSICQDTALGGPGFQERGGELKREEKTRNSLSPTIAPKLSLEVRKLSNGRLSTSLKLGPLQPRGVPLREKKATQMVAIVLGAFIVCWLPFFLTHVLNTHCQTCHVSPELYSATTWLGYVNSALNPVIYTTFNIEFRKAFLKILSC
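Cells at 1500/well, incubated overnight, then treated with pinned compounds (dopamine as control) for 90 min at 37 degrees C. DiscoveRx reagent added for 30 - 60 minutes at room temperature; luminescence read.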
aSyn rescue = alpha-synuclein toxicity inhibition in yeast | Potency, µM (titrated, usually from 46.1 µM), for inactives: at the highest dose growth rescue (activation), actives largely listed as activators | Yeast expressing alpha-synuclein, growth rescue, BacTiter-Glo, 24 h | 370,000 tested, 0.14% active; active means well fitted activation curve with a large enough effect; further: potency means the concentration at half of the fitted maximal effect; % of control where 0% means no effect; nearly all actives have a fitted effect of over 65% in size
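Screening used galactose-induced yeast with toxic alpha-synuclein levels, exposed to compound for 24 hr at 30 deg C. Cell growth, read with BacTiter-Glo luminescence, gave the measured signal.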
An asterisk follows results filed as active; · = no result given; & = joins results of further samples. A portion of the library (hit frequency here may not be typical).

| canonical_smiles | DRD3 agonist | aSyn rescue |
| --- | --- | --- |
| C=C1CC[C@H](O)C/C1=C\C=C1/CCC[C@]2(C)[C@@H]([C@H](C)CCCC(C)C)CC[C@@H]12 | 6 | · |
| CCCCCCCCCCCCCCCC(=O)OC(C)C | 5 | · |
| CC(C)C[C@H](NC(=O)CNC(=O)[C@H](Cc1ccc(O)cc1)NC(=O)[C@H](CO)NC(=O)[C@H](Cc1c[nH]c2ccccc12)NC(=O)[C@H](Cc1cnc[nH]1)NC(=O)[C@@H]1CCC(=O)N1)C(=O)N[C@@H](CCCN=C(N)N)C(=O)N1CCC[C@H]1C(=O)NCC(N)=O (stereo in doubt) | 9 | · |
| CO[C@H]1C[C@H](O[C@H]2[C@H](C)[C@@H](O[C@@H]3O[C@H](C)C[C@H](N(C)C)[C@H]3O)[C@@H](C)C[C@]3(CO3)C(=O)[C@H](C)[C@@H](O)[C@@H](C)[C@@H](C)OC(=O)[C@@H]2C)O[C@@H](C)[C@@H]1O | 7 | · |
| CCc1oc2ccccc2c1C(=O)c1cc(I)c(O)c(I)c1 | 9 | · |
| CC1=C(C(=O)O)N2C(=O)[C@@H](NC(=O)[C@H](N)C3=CCC=CC3)[C@H]2SC1 | -22 | · |
| CN(CCCN1c2ccccc2CCc2ccccc21)CC(=O)c1ccc(Cl)cc1 | -20 | · |
| COc1cc(C(=O)N2CCCCCCC2)cc(OC)c1OC | 0 | · |
| Cc1cc(O)c2c(c1)O[C@@]1(C)CC[C@H]3C(C)(C)CCCC34CO[C@@H]2[C@H]41 (stereo partly specified) | 5 | · |
| Oc1cn2c(n1)Nc1ccc(Cl)c(Cl)c1C2 | -1&9 | · |
| O=C(O)CCCCC(=O)O | 2 | · |
| CC(C)C[C@H](NC(=O)[C@@H](COC(C)(C)C)NC(=O)[C@H](Cc1ccc(O)cc1)NC(=O)[C@H](CO)NC(=O)[C@H](Cc1c[nH]c2ccccc12)NC(=O)[C@H](Cc1cnc[nH]1)NC(=O)[C@@H]1CCC(=O)N1)C(=O)N[C@@H](CCCN=C(N)N)C(=O)N1CCC[C@H]1C(=O)NNC(N)=O | 1&7 | · |
| COc1ccc(CCN(C)CCCN2CCc3cc(OC)c(OC)cc3CC2=O)cc1OC | -23 | · |
| CCc1ncnc2cc(OC)c(OC)cc12 | -9 | · |
| O=C(O)CCC(=O)OC[C@@H](NC(=O)C(Cl)Cl)[C@H](O)c1ccc([N+](=O)[O-])cc1 | -8 | · |
| OC[C@H]1O[C@@H](O[C@H]2[C@H](O)[C@@H](O)[C@H](O)O[C@@H]2CO)[C@H](O)[C@@H](O)[C@@H]1O | 8 | · |

Single entries from the results shown.
Result of O=C(O)CCC(=O)OC[C@@H](NC(=O)C(Cl)Cl)[C@H](O)c1ccc([N+](=O)[O-])cc1 in DRD3 agonist: -8
Result of OC[C@H]1O[C@@H](O[C@H]2[C@H](O)[C@@H](O)[C@H](O)O[C@@H]2CO)[C@H](O)[C@@H](O)[C@@H]1O in DRD3 agonist: 8
Result of O=C(O)CCCCC(=O)O in DRD3 agonist: 2
Result of Oc1cn2c(n1)Nc1ccc(Cl)c(Cl)c1C2 in DRD3 agonist: -1&9
Result of CCc1ncnc2cc(OC)c(OC)cc12 in DRD3 agonist: -9

A second format for two compounds above:
Cc1cc(O)c2c(c1)O[C@@]1(C)CC[C@H]3C(C)(C)CCCC34CO[C@@H]2[C@H]41 (stereo partly specified)
  DRD3 agonist = 5; aSyn rescue = ·
O=C(O)CCCCC(=O)O
  DRD3 agonist = 2; aSyn rescue = ·

(more compounds)
| canonical_smiles | DRD3 agonist | aSyn rescue |
| --- | --- | --- |
| CCCCC(CC)COS(=O)(=O)O (stereo unspecified) | 4 | · |
| O=C(O)CCC/C=C\C[C@@H]1[C@@H](/C=C/[C@@H](O)COc2cccc(C(F)(F)F)c2)[C@H](O)C[C@@H]1O | 2 | · |
| CC1(C)S[C@@H]2[C@H](NC(=O)[C@H](N)c3ccccc3)C(=O)N2[C@H]1C(=O)OCOC(=O)[C@@H]1N2C(=O)C[C@H]2S(=O)(=O)C1(C)C | -4 | · |
| CCCCO | 68* | · |
| CCCCCCCCCCCCCCCC(=O)OC[C@H](COP(=O)([O-])OCC[N+](C)(C)C)OC(=O)CCCCCCCCCCCCCCC | 13 | · |
| O=C1c2cccc3c2[C@H](CCC3)CN1[C@@H]1CN2CCC1CC2 | -5 | · |
| CN(C)CCc1c[nH]c2ccc(Cn3cncn3)cc12 | -9 | · |
| CN[C@@H]1[C@@H](O)[C@@H](O[C@@H]2[C@@H](O)[C@H](O[C@H]3O[C@H](CN)[C@@H](O)[C@H](O)[C@H]3O)[C@@H](N)C[C@H]2NC(=O)C(O)CN)OC[C@]1(C)O (stereo partly specified) | 7 | · |
| CC(C)[C@@H](C)/C=C/[C@@H](C)[C@H]1CC[C@H]2/C(=C/C=C3\C[C@@H](O)CC[C@@H]3C)CCC[C@]12C | -8 | · |
| O=[n+]1ccn([O-])c2ccccc21 | -8 | · |
| CCOC(=O)Cc1ccc(-c2ccccc2)cc1 | -3 | · |
| O=S1(=O)c2cccc3cccc(c23)N1CCCN1CCN(c2ccc(F)cc2)CC1 | -13 | · |
| CCCCC/C(C=O)=C\c1ccccc1 | 3 | · |
| O=c1cc(CO)occ1O | 13&-5 | · |
| CC[C@H](CC[C@@H](C)[C@H]1CC[C@H]2[C@@H]3CC=C4C[C@@H](O)CC[C@]4(C)[C@H]3CC[C@]12C)C(C)C | 3 | · |
| CC(C)[C@@H]1CC[C@@H](C)C[C@H]1O | 10 | · |
| Cc1ccc(C2(O)CCN(CCCC(=O)c3ccc(F)cc3)CC2)cc1 | -27 | · |
| Oc1ccc(C(O)CNCCCCCCNCC(O)c2ccc(O)c(O)c2)cc1O (stereo unspecified) | 7 | · |
| CCOC(=O)Cc1cccc(-c2cc(CCCCCCc3ccc(O[C@H]4O[C@H](COC(C)=O)[C@@H](OC(C)=O)[C@H](OC(C)=O)[C@@H]4OC(C)=O)c(-c4cccc(CC(=O)OCC)c4)c3)ccc2O[C@H]2O[C@H](COC(C)=O)[C@@H](OC(C)=O)[C@H](OC(C)=O)[C@@H]2OC(C)=O)c1 | -10 | · |
| Cc1cc(C)c(NC(=O)CN(CC(=O)O)CC(=O)O)c(C)c1Br | 0 | · |
| CC(=O)N[C@@H](CCC(N)=O)C(=O)O | 4 | · |
| CO/N=C(\C(=O)N[C@@H]1C(=O)N2C(C(=O)[O-])=C(C[n+]3cccc4c3CCC4)CS[C@H]12)c1csc(N)n1 | -14 | · |
| O=C1CC[C@@H](C(=O)N[C@H]2C[C@@H]2c2ccccc2)N1 | -5 | · |
| CN[C@@H]1CCc2[nH]c3ccc(C(N)=O)cc3c2C1 | -21 | · |

One compound at a time, as listed above. Order of screens: DRD3 agonist | aSyn rescue
Listed for Oc1ccc(C(O)CNCCCCCCNCC(O)c2ccc(O)c(O)c2)cc1O (stereo unspecified) : 7 | ·
Listed for CC(=O)N[C@@H](CCC(N)=O)C(=O)O : 4 | ·
Listed for O=C1CC[C@@H](C(=O)N[C@H]2C[C@@H]2c2ccccc2)N1 : -5 | ·
Listed for CN[C@@H]1CCc2[nH]c3ccc(C(N)=O)cc3c2C1 : -21 | ·
Listed for Cc1cc(C)c(NC(=O)CN(CC(=O)O)CC(=O)O)c(C)c1Br : 0 | ·

(next part)
compound	DRD3 agonist	aSyn rescue
N#CCC(=O)NN	-10	·
O=C1[C@H](CC[C@H](O)c2ccc(F)cc2)[C@@H](c2ccc(O)cc2)N1c1ccc(F)cc1	8	·
COC(=O)C[C@](O)(CCCC(C)(C)O)C(=O)O[C@@H]1C(OC)=CC23CCCN2CCc2cc4c(cc2[C@H]13)OCO4 (stereo partly specified)	-9&-6	·
C=CC[N+]1([C@H]2C[C@H]3[C@@H]4CC[C@H]5C[C@H](O)[C@@H](N6CCOCC6)C[C@]5(C)[C@H]4CC[C@]3(C)[C@H]2OC(C)=O)CCCC1	-9	·
CCC(=O)c1c(O)cc(O)cc1O	5	·
O=C1CC2(CCCC2)CC(=O)N1CCNCC1COc2ccccc2O1 (stereo unspecified)	-26	·
COC(=O)c1c(Cl)c(Cl)c(C(=O)OC)c(Cl)c1Cl	13	·
CC1=C(C(=O)OC(C)C)C(c2cccc([N+](=O)[O-])c2)C(C(=O)OC2CN(C(c3ccccc3)c3ccccc3)C2)=C(N)N1 (stereo unspecified)	1	·
CC1(C)OC[C@@H](COC(=O)CCc2ccc(OC[C@@H](O)CNCCNC(=O)N3CCOCC3)cc2)O1	-20&-23	·
CCCCCCCCCCCCCC[N+](C)(C)C	-22	·
CC(O)CN(CCN(CC(C)O)CC(C)O)CC(C)O (stereo unspecified)	-6	·
O=S1(=O)OC(c2ccc(O)cc2)(c2ccc(O)cc2)c2ccccc21	-6	·
Cc1ncc(COP(=O)(O)O)c(C=O)c1O	5	·
Cc1cccc(C)c1NC(=O)CC12CCCN1CCC2	2	·
CC1(CN2CCC(n3c(=O)[nH]c4ccccc43)CC2)OCc2ccccc2-n2cccc21 (stereo unspecified)	-18	·
CCCCCCCCCCCC(=O)OCC(O)CO (stereo unspecified)	8	·
Cn1nnc2c(C(N)=O)ncn2c1=O	-14	·
Cc1ccc(S(=O)(=O)NCl)cc1	4	·
CCCCC(CC)COC(=O)c1ccccc1C(=O)O (stereo unspecified)	-31	·
CCCCCCCC/C=C\CCCCCCCC(=O)OC[C@@H](O)[C@H]1OC[C@H](O)[C@H]1O	9	·
O=C(Oc1ccccc1C(=O)O)c1ccccc1O	1	·
C=CCN1CCCC1CNC(=O)c1cc(S(N)(=O)=O)cc(OC)c1OC (stereo unspecified)	-19	·
CC[N+](CC)(CC)CCOC(=O)C(C1CCCC1)C1CCCC1	1	·
CCCCCCCCCCCCCCCCCCNC(=O)OC1CCN(C(=O)OC[C@H](COC(=O)N(Cc2cccc[n+]2CC)C(=O)c2ccccc2OC)OC)CC1	-23	·
CCCCCCCCCCCCCCCC(=O)OCCC1CCN(CCCN2c3ccccc3Sc3ccc(S(=O)(=O)N(C)C)cc32)CC1	-23	·

Part of the list above, with values under each structure:
Order of values – DRD3 agonist	aSyn rescue
- CCc1ncnc2cc(OC)c(OC)cc12
→ -9	·
- CCCCC/C(C=O)=C\c1ccccc1
→ 3	·

The list goes on:
compound	DRD3 agonist	aSyn rescue
CS(=O)(=O)OCCCNCCCOS(C)(=O)=O	-4	·
NCCC[C@H](N)CC(=O)N[C@H]1CNC(=O)[C@H]([C@H]2C[C@H](O)NC(N)=N2)NC(=O)/C(=C/NC(N)=O)NC(=O)[C@H](CO)NC(=O)[C@H](CO)NC1=O	5	·
C[C@H]1[C@H]2CC[C@H]3[C@@H]4CC=C5C[C@@H](N(C)C)CC[C@]5(C)[C@H]4CC[C@]23CN1C	11	·
C[C@H](N)[C@H](O)c1cccc(O)c1	-15	·
OCCCc1ccccc1	-10	·
CO[C@H]1O[C@@H]2O[C@@]3(C)CC[C@H]4[C@H](C)CC[C@@H]([C@H]1C)[C@@]24OO3	7	·
CC1(C)O[C@@H]2C[C@H]3[C@@H]4CCC5=CC(=O)C=C[C@]5(C)[C@H]4[C@@H](O)C[C@]3(C)[C@]2(C(=O)CO)O1	-9	·
Cc1cc[n+](C)c2ccccc12	·	-2%
COc1cc2nc(N3CCCN(C)CC3)nc(OC3CCN(C)CC3)c2cc1OC	·	-1%
CN(C)c1ccc(C=Nc2cncc3ccccc23)cc1	·	-6%
NC1(C(=O)O)CCCCC1	·	2%
NN=C1c2cc(S(=O)(=O)NCCO)ccc2-c2ccc(S(=O)(=O)NCCO)cc21	·	0%
Cc1ccccc1S(=O)(=O)N1CCN(c2nc(-c3cccs3)nc3ccccc23)CC1	·	-7%
CC(=O)Nc1ccc(/C=C2\C=C(C(O)c3ccc(NC(C)=O)cc3)c3ccccc32)cc1 (stereo unspecified)	·	3%
Cc1csc(NCC(=O)c2c[nH]c3ccccc23)n1	·	1%
Nc1nc(NCc2ccc(Cl)c(Cl)c2)c2[nH]cnc2n1	·	16%&1%
Cc1[nH]c2ccccc2c1C(=O)CNc1ccc(Br)cc1	·	-11%
COc1ccccc1C(C)NCC(=O)c1c(C)[nH]c2ccccc12 (stereo unspecified)	·	11%
Nc1ncnc2c1nc(Cl)n2[C@@H]1O[C@H](CO)[C@@H](O)[C@@H]1O	·	5%
O=S(=O)(c1ccccc1Br)N1CCN(c2nc(-c3ccccc3)nc3ccccc23)CC1	·	-2%
Nc1nc(SCC(=O)O)c2[nH]cnc2n1	·	-5%
O=c1ccc2ccc(O)c(O)c2o1	·	-11%
O=S(=O)(c1ccc(Oc2ccc3c(c2)OCO3)c(S(=O)(=O)N2CCOCC2)c1)N1CCOCC1	·	-1%
CC1(C)OC(=O)C2(Cc3ccccc3N3CCCC32)C(=O)O1 (stereo unspecified)	·	12%
O=S(=O)(c1ccc2c(Cl)cccc2c1)N1CCN(c2nc(-c3cccs3)nc3ccccc23)CC1	·	-3%

Assay outcomes: PubChem BioAssay, National Center for Advancing Translational Sciences (NCATS)
